GLP1R inv ag = acts as inverse agonist at human GLP-1 receptor; P43220; HEK293 GLP-1R CRE-luciferase, luminescence, 24 h; GLP-1R form is constitutively active; Potency, µM (highest dose often 38.3 µM), inactives show top-dose activity change, negative = inhibition, hits mostly inhibitors; actives 1.6% (n = 410,000); AID 624417; also: potency is read from the fitted curve at half-maximal effect; % is scaled to controls: 0 for no effect and ±100 for the full control effect; nearly all actives have a fitted effect of over 55% in size
Target sequence (P43220 whole entry, looked up): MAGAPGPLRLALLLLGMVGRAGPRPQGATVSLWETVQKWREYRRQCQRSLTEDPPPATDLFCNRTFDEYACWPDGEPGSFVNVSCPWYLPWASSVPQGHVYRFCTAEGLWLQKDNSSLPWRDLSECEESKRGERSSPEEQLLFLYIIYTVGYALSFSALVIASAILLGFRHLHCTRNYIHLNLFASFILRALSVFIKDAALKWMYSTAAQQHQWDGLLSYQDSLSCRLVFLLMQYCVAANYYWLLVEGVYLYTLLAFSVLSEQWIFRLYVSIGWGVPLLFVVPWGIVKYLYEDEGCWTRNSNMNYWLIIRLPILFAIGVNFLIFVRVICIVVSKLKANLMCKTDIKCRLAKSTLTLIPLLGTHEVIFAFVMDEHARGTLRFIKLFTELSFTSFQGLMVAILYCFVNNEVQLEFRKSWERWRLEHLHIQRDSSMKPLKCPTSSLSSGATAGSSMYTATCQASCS
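HEK293 cells stably co-expressing constitutively active GLP-1R and a cAMP-responsive luciferase reporter were seeded in DMEM with 10% Nu serum, given compounds after 12 h, and incubated 24 h at 37 deg C. Luminescence was then read.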
EPAC1 agonist = EPAC1 (human) agonism; EPAC1 agonist qHTS, biochemical assay; response scale: 100% = response to 6.5 mM cAMP; Potency, µM (highest dose often 154 µM), inactives show top-dose activation, actives largely listed as activators; actives 0.073% (n = 360,000); AID 720707; also: potency is read from the fitted curve at half-maximal effect; nearly all actives have a fitted effect of over 60% in size
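EPAC1 100 nM, Rap1B–BODIPY-GDP 250 nM, unlabeled GDP 50 uM; compound titration; 5 min RT; kinetic read ex480/em540 at 5-min intervals ×30 min; data normalized to 6.5 mM cAMP agonist control.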
EPAC1 antagonist = EPAC1 (human) antagonism; AID 720709; O95398; actives 0.14% (n = 360,000); EPAC1 GEF assay, Rap1b-BODIPY-GDP exchange fluorescence; Potency, µM (highest dose often 115 µM), without a hit: at the highest dose activity change, negative = inhibition, usual class: inhibitors;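 also: potency is read from the fitted curve at half-maximal effect; plate controls were vehicle for no effect and positive control for full effect; nearly all actives have a fitted effect of over 50% in size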
IL2 activator = activators of IL-2 | IL-2 activation reporter assay, cell-based qHTS; stimulated with anti-CD3/CD4/CD28 beads; in transgenic mouse T cells | activation, % (series mostly up to about 46 µM) | actives 0.065% (n = 360,000) | AID 652025; in the data active = activation above about 50%; inconclusive = mostly about 30% to 49%; also: 0% is about no effect
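Unstimulated transgenic mouse T cells preincubated 60 min with compound, then stimulated with anti-CD3/anti-CD4-coated beads plus anti-CD28 for 18 h at 37 degrees C. IL-2 response read as EGFP and DsRed fluorescence by plate cytometry.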
PI5P4K alpha inh = blocks human PI5P4K alpha kinase activity; PI5P4Kalpha enzyme, ADP-Glo luminescence, 60 min; hits give low values; actives 1.2% (n = 330,000); P48426; max response, %; active = max response of -50% or lower; inconclusive = between -30% and -50%; inactive = -30% or higher; also: value at the top dose of about 77 µM; % is scaled to controls: 0 for no effect and ±100 for the full control effect
Target sequence (P48426 whole entry, looked up): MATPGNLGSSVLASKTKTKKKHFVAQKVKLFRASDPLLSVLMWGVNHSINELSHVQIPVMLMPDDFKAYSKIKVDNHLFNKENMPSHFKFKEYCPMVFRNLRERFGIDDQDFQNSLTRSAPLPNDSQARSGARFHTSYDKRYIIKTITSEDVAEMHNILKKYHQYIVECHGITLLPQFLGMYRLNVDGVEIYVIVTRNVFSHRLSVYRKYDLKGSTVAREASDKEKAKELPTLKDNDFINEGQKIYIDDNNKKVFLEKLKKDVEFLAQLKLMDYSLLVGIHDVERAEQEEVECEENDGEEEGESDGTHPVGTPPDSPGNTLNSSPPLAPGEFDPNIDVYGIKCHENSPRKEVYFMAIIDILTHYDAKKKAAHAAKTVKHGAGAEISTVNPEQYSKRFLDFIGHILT
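Reactions run in 0.038 M HEPES pH 7.4, 0.28 mM EGTA, 0.1% CHAPS and 5% DMSO, with PI5P4Kalpha, substrate, compound and 5 microM ATP final, one hour at room temperature. Readout is ADP-Glo luminescence.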
PLK1 PBD inh = PLK1 (human) polo-box domain binding inhibition; Plk1 PBD binding of FITC phosphopeptide, fluorescence polarization; Potency, µM, inactives show max response, negative = inhibition, hits mostly inhibitors; actives 2.8% (n = 360,000); also: potency is read from the fitted curve at half-maximal effect; series mostly up to about 57 µM; % is scaled to controls: 0 for no effect and ±100 for the full control effect; nearly all actives have a fitted effect of over 65% in size
PTHR1 ag = activates the human parathyroid hormone receptor PTHR1. HEK293 GP2 PTHR1 cells, GloSensor cAMP luminescence, 1 h. actives 0.075% (n = 410,000). Potency, µM (top dose mostly 115 µM), for inactives: at the top dose activation, most hits filed as activators. Q03431; also: potency is read from the fitted curve at half-maximal effect; nearly all actives have a fitted effect of over 55% in size; some results filed as inactive show a strong effect at the top dose; inactives centre near -15; many of its hits are not listed in these tables
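HEK-293-derived GP2 cells expressing PTHR1 and a GloSensor cAMP reporter, 3,000/well, plated overnight, given luciferin plus IBMX (each 0.5 mM as added) for 1 h at 37 °C, then compound for 1 h at 37 °C. Luminescence was read after 15 min at room temperature.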
HEK293 tox = cytotoxic in the GLP-1 receptor inverse agonist counter-screen; Potency, µM (highest dose often 38.3 µM), without a hit: top-dose activity change, negative = inhibition, most hits filed as inhibitors; actives 0.13% (n = 410,000); HEK293 cAMP-luciferase reporter cells, luminescence, 24 h; AID 624418;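 also: loss of luciferase light is scored as toxicity; potency is read from the fitted curve at half-maximal effect; % is scaled to controls: 0 for no effect and ±100 for the full control effect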
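1536-well qHTS counterscreen of the MLSMR; 200 cells/uL, 12 h pre-incubation, 23 nL cpd, 24 h at 37 deg C 5% CO2, luciferase detection reagent, 12 min RT, luminescence. Inhibition = undesired.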
GLP1R ag = agonists of human GLP-1 receptor; P43220; HEK293 GLP-1R CRE-luciferase, luminescence, 4-6 h; cells express a hypersensitive GLP-1R form; Potency, µM (series often up to 45.6 µM), for the others: at the top dose activation, most hits filed as activators; actives 0.007% (n = 380,000); also: potency is read from the fitted curve at half-maximal effect; % of control where 0% means no effect
* hit, by the source's call; i = inactive; ? = inconclusive; · = no result given; & = joins results of further samples; [ ] = another dose, or the depositor's remark. Unless noted, calls follow the shape of the dose curve; as a rule, active = well fitted curve in the direction sought with a large enough effect; inconclusive = small, poorly fitted or top-dose-only effect, or another doubt; inactive = no such curve, though single readings can be large; an effect the other way counts as inactive or inconclusive. A portion of the library. The share of hits here may be higher or lower than overall.

Structure | GLP1R inv ag | EPAC1 agonist | EPAC1 antagonist | IL2 activator | PI5P4K alpha inh | PLK1 PBD inh | PTHR1 ag | HEK293 tox | GLP1R ag
COc1ccc(-n2c(Cc3cc(=O)[nH]c(=O)[nH]3)nnc2SCC(=O)Nc2ccccc2)cc1 | -1% | -5% | -5% | -1.5 | 5 | ? | 16% | 9% | -1%
O=c1[nH]c2ccccc2nc1N1CCOCC1 | 11% | 5% | 14% | -2.5 | 3 | 0% | -7%[57.5 µM] | -6% | -2%
COc1ccccc1C(CNc1ncccc1[N+](=O)[O-])N(C)C (stereo not drawn) | -22% | 6% | -5% | -0.3 | 0 | 1% | i | -29% | 16%
Cc1cccc(C(=O)Nc2ccccc2OCc2cc(=O)n3c(C)csc3n2)c1 | 1% | · | · | · | · | · | -12% | -6% | 0%
COc1ccc(S(=O)(=O)N2CCCOC2CNC(=O)C(=O)NCc2ccco2)cc1C (stereo not drawn) | -31% | -3% | -10% | 3.5 | 7 | -27% | -16% | -10% | 3%
CCOc1ccc(/C=N/NC(=O)c2ccc3nc[nH]c3c2)cc1OC | 6% | -4% | 3% | -1.3 | -5 | 0% | -25% | 9% | 18%
Cc1cc(C)n2nc(SCc3nnc(SCc4ccccc4C)s3)nc2n1 | 0% | 13% | -13% | -3.6 | · | 2% | 3%[57.5 µM] | ? | 11%
CC(C)N(C(=O)CN1C(=O)C(=O)c2ccccc21)c1ccccc1 | 5% | 4% | -6% | 3.0 | 0 | -1% | i | 2% | 14%
O=C1CSC(=S)N1/N=C/c1cccc(C(F)(F)F)c1 | 13% | 5% | -18% | -1.3 | -29 | -20% | 15% | -3% | -2%
COc1ccc(OC)c(C(O)c2nc3ccccc3n2C(C)C)c1 (stereo not drawn) | -5% | 0% | 1% | -1.2 | -5 | 3% | i | 8% | 20%
CS(=O)(=O)c1nc(S(=O)(=O)c2ccc(Cl)cc2)c(N2CCCCCC2)s1 | -1% | -5% | -11% | -1.3 | 4 | -6% | -11% | -6% | 6%
CCc1ccc(N(C(=O)CNC(=O)c2ccco2)C(C(=O)NCC2CCCO2)c2ccccc2)cc1 (stereo not drawn) | -7% | 10% | -5% | -0.3 | 1 | -8% | -12% | -10% | 12%
C=CCc1ccccc1OCC(=O)OCCNC(=O)c1cccnc1 | 0% | 3% | -7% | -1.5 | 1 | -16% | -5%[57.5 µM] | -1% | 0%
CC(=O)N1CCc2cc(S(=O)(=O)CCC(=O)N3CCN(c4cccc(C)c4C)CC3)ccc21 | 0% | · | · | · | · | · | -23% | 11% | -1%
C/C(=N\NC(=O)c1ccc(-c2ccccc2)cc1)C1C(=O)c2ccccc2C1=O | ? | -6% | -5% | 0.4 | -18 | -19% | i | ? | 3%
CCC(C)[C@H]1CN=C(N)N1CCCc1cc(OC)c(OC)c(OC)c1 (stereo partly drawn) | 28% | -17% | -8% | 0.8 | 1 | 0% | 7% | 9% | -2%
Cc1ccc(Nc2c(-c3cccnc3)nc3ccc(Br)cn23)cc1 | -3%&2% | 4% | -11% | -0.1 | -2 | -5% | -9% | 5%&-3% | 8%
CC(C)(C)S(=O)N1Cc2cc(C(=O)Nc3ccc(-c4ccccc4)cc3)nc(-c3cccc(-c4cc5ccccc5o4)c3)c2[C@@H]1CCO (stereo partly drawn) | -27% | -26% | 4% | -0.9 | -5 | -19% | i | 0% | 2%
Cc1nc(CS(=O)(=O)c2ccccn2)sc1C(=O)NNC(=O)c1c(F)cccc1Cl | -6% | -1% | 4% | -2.6 | 1 | 5% | -26% | 3% | 1%
CCOc1ccccc1N1CCN(S(=O)(=O)c2cccs2)CC1 | 16% | 9% | 1% | -1.2 | · | -2% | -22% | 17% | -6%
c1ccc(Cn2c(NCc3ccco3)nc3ccccc32)cc1 | ? | 7% | 3% | -2.0 | · | -2% | i | -3% | 19%
CCCNCc1cc(OCC)c(OCC(=O)Nc2ccccc2)cc1Br | -24% | -2% | 1% | 0.0 | 2 | -3% | -57%[inhibitor] | 0% | 0%
CC(Cl)C(=O)Nc1ccccc1C#N (stereo not drawn) | 3% | -7% | 6% | 0.3 | 3 | -1% | i | -7% | 1%
CCC1(c2ccccc2)NC(=O)N(Cc2cccc([N+](=O)[O-])c2)C1=O (stereo not drawn) | ? | -1% | -5% | 1.1 | -3 | 3% | -36%[inhibitor] | -10% | -3%
COc1ccc(N2CC(C(=O)Nc3nnc(Cc4ccccc4)s3)CC2=O)cc1 (stereo not drawn) | 2% | -4% | -17% | -0.2 | -14 | -13% | -46%[inhibitor] | -2% | 4%
C=CCN1C(=O)C(CC(=O)Nc2ccccc2F)S/C1=N\c1nccs1 (stereo not drawn) | 3% | -4% | -24% | -3.4 | 0 | -2% | -3% | 6% | 7%
Cc1cnc(C(=O)Nc2ccc(N3CCCCC3)cc2)cn1 | 9% | -2% | -5% | -1.6 | -2 | -16% | -19% | 6% | ?
COc1cc(OC)c(C(=O)Nc2ccc(C(=O)c3ccccc3)cc2)cc1OC | -12% | 3% | -19% | -2.6 | 12 | 1% | -6% | -22% | -5%
Cc1ccc(NC2=Nc3ccccc3CS2)cc1 | 6.3µM* | 0% | 0% | 2.5 | 3 | -5% | -17%[57.5 µM] | -10% | -18%
O=C(O)CN1CCCC1=Nc1ccccc1 | 0% | 6% | 5% | 0.8 | · | -1% | i | 0% | -6%
O=C(CCNc1ccc(Cc2ccncc2)cc1)c1ccc([N+](=O)[O-])cc1 | -7% | 6% | -9% | -5.4 | -25 | ? | -24% | -12% | 5%
O=C(Nc1ccc(S(=O)(=O)Nc2nccs2)cc1)c1nn(-c2ccccc2)ccc1=O | 14% | -7% | ? | -0.1 | ? | ? | i | 6% | -1%
CCC(=O)Nc1ccc(Br)cn1 | 9% | 6% | -5% | -0.8 | 6 | -7% | -2% | -5% | 4%
O=C(N/N=C\c1cn[nH]c1-c1ccccc1)c1cccs1 | 4% | 2% | 3% | -0.5 | -17 | 1% | i | 8% | 11%
Cc1ccc[n+](/C(=C\C(=C=[N-])C#N)C(=O)c2ccc(Cl)cc2)c1 | -4% | 7% | -1% | 1.8 | -1 | -4% | i | -15% | 6%
Cc1cc2cc(CNC(=O)c3ccc(S(=O)(=O)N4CCOCC4)cc3)ccc2[nH]1 | -2% | 7% | 6% | -1.8 | -1 | 2% | -18% | 0% | 1%
COc1cc(/C=C/C(=O)N2CCN(C)CC2)cc(S(=O)(=O)N2CCc3ccccc32)c1OC | 37%[activator] | -1% | -26% | 0.8 | 0 | -17% | -3% | -5% | 6%
COc1ccc(CNC(=O)C[C@@H]2C=C[C@@H](NS(=O)(=O)c3cccc(OC)c3)[C@@H](CO)O2)cc1 | 11% | 3% | 1% | 1.8 | 0 | 1% | -24% | 2% | ·
COc1cccc(CN(C)CC(=O)Nc2ccccc2C(=O)Nc2ccccc2)c1OC | ? | 20% | -4% | -0.3 | 9 | 1% | i | -10% | 16%
COC(=O)N1CCc2c(sc(NC(=O)C3=COCCO3)c2C#N)C1 | ? | -27% | -2% | -0.2 | 1 | -11% | -18% | ? | 4%
CC(C)C(NC(=O)c1c(F)cccc1F)C(=O)NC1CC(C)(C)NC(C)(C)C1 (stereo not drawn) | 6% | 0% | -6% | 0.3 | -4 | -10% | -7% | 4% | 7%
C[C@H](CO)N1C[C@H](C)[C@@H](CN(C)S(=O)(=O)c2ccc(C#N)cc2)OCc2cnnn2CCCC1=O | 2% | -19% | 0% | -0.2 | 0 | -7% | -2% | -1% | -7%
CC1(C(=O)NCc2cccc3ccccc23)CCN1Cc1ccc2ccccc2c1 (stereo not drawn) | ? | -2% | -8% | -1.0 | 30 | 3% | -11% | -18% | -6%
COc1ccc(Cn2c(=O)[nH]c3cc(C(=O)NCCCN4CCCCCC4)ccc3c2=O)cc1 | -17% | 1% | 0% | 1.1 | -22 | -14% | i | 10% | 18%
COc1ccccc1C(=O)NNC(=S)NC(=O)c1sc2ccccc2c1Cl | 1% | -7% | -6% | -0.6 | ? | ? | -5% | -2% | -19%
CC(C)(C)c1ccc(Oc2ccc(N)cn2)cc1 | ? | 1% | -11% | -0.4 | 4 | 2% | i | 5% | 7%
CCOC(=O)Cc1csc(NC(=O)c2c(-c3ccccc3)noc2C)n1 | -2% | 0% | 3% | -2.0 | · | -6% | i | 1% | 5%
N=c1n(CCN2CCCCC2)c2ccccc2n1CC(O)COc1ccccc1 (stereo not drawn) | ? | 3% | -7% | -0.2 | -4 | -1% | 0%&-19% | ? | -8%
Cc1ccc(N2CCN(c3ccc(C)cc3)C2c2cccnc2)cc1 | 0% | 26% | -15% | 4.8 | · | 2% | -68%[inhibitor][57.5 µM] | 4% | 0%
Cc1cn([C@H]2C[C@H](O)[C@@H](CCC(=O)NC(c3ccccc3)c3ccccc3)O2)c(=O)[nH]c1=O | 17% | -14% | -5% | -0.3 | 0 | 1% | i | 5% | 4%
CCO[C@@H]1OC(C(=O)NCc2nc3ccccc3[nH]2)=C[C@H](C(C)(C)C)[C@H]1CCCO | ? | 8% | -7% | 0.4 | 0 | -12% | i | -13% | 15%
O=C(NC1CCN(Cc2ccccc2)CC1)c1cc(S(=O)(=O)Nc2ccc(F)cc2)ccc1Cl | ? | 7% | -2% | -0.3 | 0 | -6% | i | ? | -2%
Cc1nn(-c2nccs2)c2c1C(=O)CC(C)(C)C2Br (stereo not drawn) | 1% | -15% | -12% | 0.0 | 1 | -29% | -6% | 15% | -4%
CNC(=O)[C@@H]1C[C@H]1[C@@H](NC(=O)OCc1ccccc1)c1ccccc1 | 19% | 9% | 9% | -0.1 | 1 | 4% | -26% | 5% | -3%
Cc1nnc(SCC(=O)Nc2ccccc2)[nH]c1=O | 0% | 13% | -1% | -1.6 | · | -1% | 0%[57.5 µM] | 19% | 18%
O=C1CS/C(=N/N=C\c2ccn[nH]2)N1 | -23% | 0% | -13% | 1.6 | 6 | -20% | -20% | -4% | 1%
O=C(O)CCNC(=O)c1ccc(Br)o1 | 2% | 2% | 18% | -0.5 | -2 | 0% | i | -18% | -11%

Bioassay records deposited in PubChem by National Center for Advancing Translational Sciences (NCATS).
